High-throughput results (PubChem BioAssay)
Cl transport mod – KCC2 (human) Cl- transport modulation; B-score of Tl+ flux slope (higher = more flux/activation; lower = inhibition) at 10 µM; KCC2 cells, thallium flux FluoZin-2 fluorescence; Q9H2X9; 190,000 tested, 2.2% active;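 active means thallium flux slope and its plate-corrected score both differing from the plate sample mean at a set confidence after two filtering rounds, in either direction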;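 further: slope of fluorescence scaled to starting intensity during 10 to 20 s after thallium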
Calpain2 inh – inhibitors of pig calpain II; purified calpain II, fluorogenic peptide substrate, 30 min; inhibition, % at 16 µM; 220,000 tested, 0.37% active; AID 1236;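 active means inhibition above about 50%, limit read from the data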
L929 necroptosis – blocks zVAD induced death of L929 cells | L929 zVAD necroptosis rescue, ATP luminescence, 24 h; with zVAD 60 µM | viability rescue, % at 10 µM | 220,000 tested, 0.38% active;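 active means activation, scaled between plate controls, above about 75%, limit read from the data; inactive means activation under that limit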;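 further: 0% = zVAD with DMSO and 100% = DMSO alone without zVAD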
MDM2 E3 inh – Mdm2 E3 ligase (human) inhibition | Q00987 | cell-based MDM2 ubiquitination luciferase reporter, 2 h; 0 = plate control, 100 = twice control, blank-subtracted | signal enhancement, % at 5 µM | 210,000 tested, 0.11% active | AID 1230;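 active means signal enhancement of 30% or more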;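 further: luminescence tracks abundance of the self-degrading MDM2-luciferase fusion protein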
Target sequence (Q00987 whole entry, looked up, the tested form may be a part): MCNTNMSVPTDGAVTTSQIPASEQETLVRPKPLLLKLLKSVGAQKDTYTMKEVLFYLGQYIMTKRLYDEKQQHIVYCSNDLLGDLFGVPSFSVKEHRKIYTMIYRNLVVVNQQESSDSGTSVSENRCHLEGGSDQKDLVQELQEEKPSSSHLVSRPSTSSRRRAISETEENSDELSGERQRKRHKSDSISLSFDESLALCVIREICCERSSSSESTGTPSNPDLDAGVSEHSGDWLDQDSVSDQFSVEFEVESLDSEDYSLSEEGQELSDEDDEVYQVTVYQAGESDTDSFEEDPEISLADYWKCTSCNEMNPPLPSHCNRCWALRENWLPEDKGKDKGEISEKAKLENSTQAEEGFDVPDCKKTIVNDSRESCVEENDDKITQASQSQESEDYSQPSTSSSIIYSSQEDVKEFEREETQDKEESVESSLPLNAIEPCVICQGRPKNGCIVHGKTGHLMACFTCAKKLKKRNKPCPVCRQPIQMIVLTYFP
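Test system: mammalian cells stably expressing self-ubiquitinating, self-degrading MDM2 E3–luciferase fusion; Amount: 2000 cells in each well; Medium: DMEM; Schedule: 4 h settle plus 2 h compound, 37 °C; Technique: SteadyLite luciferase luminescence after 15 min room-temperature reagent incubation; Benchmarks: plate control and blank wells.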
PERK inhibitor – inhibitors of human PERK kinase; Q9NZJ5; CHO PERK-DD fusion, SEAP luminescence translation reporter; inhibition, % at 5.6 µM; 220,000 tested, 0.17% active; AID 1416;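 active means inhibition above the mean inhibition of all tested compounds plus 3 SD, set separately per screening campaign, cut at about 2.9% in these data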;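 further: PERK kinase domain activated by AP20187 dimerizer at 100 nM; 0% = DMSO with dimerizer and 100% = rapamycin at 8.4 µM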
Rad51 HR inh – Rad51 (human) homologous recombination inhibition | Q06609 | hRad51 DNA strand exchange, fluorescence dequenching | inhibition, % at 10 µM | 200,000 tested, 0.085% active | AID 1385;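 active means inhibition above 40% at the single screening dose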;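 further: 0% = DMSO control wells and 100% = blanks with heterologous ssDNA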
Target sequence (Q06609 whole entry, looked up): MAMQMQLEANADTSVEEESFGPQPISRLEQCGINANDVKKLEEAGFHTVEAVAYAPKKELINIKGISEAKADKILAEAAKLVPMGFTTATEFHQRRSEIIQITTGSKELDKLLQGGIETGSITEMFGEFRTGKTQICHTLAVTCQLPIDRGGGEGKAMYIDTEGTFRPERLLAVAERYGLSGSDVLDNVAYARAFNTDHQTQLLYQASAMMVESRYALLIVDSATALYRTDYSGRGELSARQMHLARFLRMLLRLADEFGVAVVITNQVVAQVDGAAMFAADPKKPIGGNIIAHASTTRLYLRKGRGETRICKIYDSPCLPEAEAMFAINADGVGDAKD
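material = hRad51 filaments on single-stranded DNA | reagent = Donor/quencher-labelled 47-bp dsDNA substrate | compound = 10 µM final, single point | schedule = strand-exchange reaction 15 min at room temperature | measured by = fluorescein emission 520 nm, excitation 485 nm | read-out basis = % inhibition versus plate control and blank means | benchmarks = plate controls and plate blanks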
EBV gp42 inh – inhibitors of Epstein-Barr virus glycoprotein 42; AID 1085; Fluorescence polarization binding assay, mP read-out; inhibition, % (tested at 21.74 µM); 220,000 tested, 0.42% active; Q1HVG2; in the data active means inhibition above about 50%
Target sequence (Q1HVG2 whole entry, looked up): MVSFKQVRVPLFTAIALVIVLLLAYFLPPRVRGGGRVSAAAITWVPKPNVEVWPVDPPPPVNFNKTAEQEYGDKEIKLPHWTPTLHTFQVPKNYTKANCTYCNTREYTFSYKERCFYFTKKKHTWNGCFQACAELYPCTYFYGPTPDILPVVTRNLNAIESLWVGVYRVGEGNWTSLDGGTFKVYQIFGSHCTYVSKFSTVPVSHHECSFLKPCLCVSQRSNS
eIF4E-4G inh – inhibitors of eIF4E and eIF4G interaction in translation initiation; P63073+Q04637; TR-FRET eIF4E-eIF4GI(517-606) binding, 2 h; inhibition, % at 21.7 µM; 220,000 tested, 0.37% active; AID 782;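 active means inhibition above about 30%, limit read from the data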;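 further: 0% = full FRET control wells and 100% = background wells lacking eIF4GI fragment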
TNF death inh – TNF-alpha cell death inhibition in Jurkat FADD-/- cells | Jurkat FADD-/- TNF necroptosis rescue, ATP luminescence, 24 h; 0 = TNF only, 100 = no-TNF cells | activation (protection from cell death), % at 10 µM | 220,000 tested, 0.068% active | AID 463075;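 active means activation, meaning protection from cell death, of at least 50% relative to plate controls; inactive means activation below 50%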;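 further: necroptosis triggered by 40 ng/mL TNF-alpha added together with compound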
The depositor's hits bear a star; i = inactive; . = no result given; [ ] = another dose, or the depositor's remark. Hits appear at their usual frequency, and some 3.6% of all compounds hit somewhere here.

Below each SMILES – PERK inhibitor	eIF4E-4G inh	MDM2 E3 inh	TNF death inh	EBV gp42 inh	Cl transport mod	L929 necroptosis	Rad51 HR inh	Calpain2 inh
OC(CNCC1(N2CCCCC2)CCCCC1)COc1ccc(Cl)cc1Cl (stereo unspecified)
  -0.4	-1	-21	3.3	-18	1.3	-0.3	16	11
O=c1/c(=C/c2cccc3ccccc23)sc2ncnn12
  0.5	0	-2	-0.8	-22	.	4.3	2	-36
Cc1noc(C)c1/C=N/Nc1ccc2ccccc2n1
  0.9	-2	-6	4.7	10	-0.032	8.1	0	-57
O=C(/C=C/c1ccc(F)cc1)N1CCN(S(=O)(=O)/C=C/c2ccccc2)CC1
  0.6	-1	-8	2.0	-2	0.38	1.5	5	0
CN(C)S(=O)(=O)N1CCC(CO)(CCc2ccccc2)CC1
  0.8	0	9	0.4	-3	-0.017	19	12	-21
CCN1CCN(c2cc(C)c3cc(NC(=O)Cc4ccc(OC)c(OC)c4)ccc3n2)CC1
  -0.1	-3	-10	0.2	-19	-0.46	1.1	2	-56
Clc1ccccc1Cc1noc(CN2CCN(Cc3ccccn3)CC2)n1
  0.5	-3	1	0.5	3	-1	3.9	-1	-35
COc1ccc(C2C3=C(Nc4ncnn42)c2ccccc2CC3)cc1OC (stereo unspecified)
  -0.6	7[fluorescence artefact?]	-10	-8.2	-20	-0.81	2.1	-6	-41
COc1cccc(NC(=O)COC(=O)Cc2ccc(Br)cc2)c1
  0.5	-2	-3	0.5	10	-0.36	6.0	1	11
CCC(C)NC(=O)COC(=O)c1ccc(Cl)cc1O (stereo unspecified)
  0.0	-1	-13	0.7	0	-0.41	3.0	6	-8
O=[N+]([O-])c1ccc(CSc2ccc(-c3ccccn3)nn2)cc1
  -0.8	1	-3	-0.2	-6	-1	0.7	-4	13
Cc1ccc(NC2=C(Cl)C(=O)OC2OC(C)C)c(C)c1 (stereo unspecified)
  1.2	0	2	2.0	-2	-0.67	2.6	-1	9
CCn1cc(S(=O)(=O)CC(=O)Nc2ccc(OC)cc2)c2ccccc21
  0.6	2	-40	-2.3	-9	0.87	1.8	-1	13
Cc1cccc2cc3c(N)c(C(=O)Nc4ccc(N5CCOCC5)cc4)sc3nc12
  0.4	-8	-7	-11	5	.	11	0	-91
O=C(CN1CCN(Cc2ccccc2)CC1)c1ccc(Br)cc1
  1.1	-1	-8	-3.3	-23	-0.97	0.5	.	15
COc1ccc(-c2nc3ncccn3c2Nc2ccc3c(c2)OCCO3)cc1
  -0.9	4	-7	-0.2	-11	.	-0.6	.	0
CCC(=O)Nc1c(-c2cccs2)c(=O)c2ccccc2n1C
  -0.7	0	4	0.6	0	.	0.9	-3	-47
Cc1ccc(OCCSc2ncnc3nc[nH]c23)cc1
  -0.2	8	-22	-3.9	-16	-0.77	-0.4	-4	14
CCOc1ccc2c(c1)C(N(CCN1CCOCC1)C(=O)Nc1ccc(OC)cc1OC)CC(C)(C)O2 (stereo unspecified)
  0.4	-2	-2	0.3	1	-0.3	0.0	18	-17
O=C(NCc1ccccn1)c1ccc(=O)oc1
  -0.1	0[fluorescence artefact?]	-3	-0.9	-9	0.61	-0.3	-3	14

Only Calpain2 inh, EBV gp42 inh and TNF death inh (3 entries from above):
molecule | Calpain2 inh | EBV gp42 inh | TNF death inh
Clc1ccccc1Cc1noc(CN2CCN(Cc3ccccn3)CC2)n1 | -35 | 3 | 0.5
COc1ccc(C2C3=C(Nc4ncnn42)c2ccccc2CC3)cc1OC (stereo unspecified) | -41 | -20 | -8.2
COc1cccc(NC(=O)COC(=O)Cc2ccc(Br)cc2)c1 | 11 | 10 | 0.5

New compounds follow.
Below each SMILES – PERK inhibitor	eIF4E-4G inh	MDM2 E3 inh	TNF death inh	EBV gp42 inh	Cl transport mod	L929 necroptosis	Rad51 HR inh	Calpain2 inh
CCOC(=O)C(CCCP(=O)(c1ccccc1)c1ccccc1)(NC(C)=O)C(=O)OCC
  0.2	4	15	0.7	-11	i	0.3	.	12
COC(=O)C(CC(C)C)NC(=O)c1cc(OC)c(OC)c(OC)c1 (stereo unspecified)
  0.4	-6	-4	0.6	-6	0.75	2.8	5	-32
Cn1c(SCc2c(F)cccc2Cl)nc2c(c1=O)SCC2
  0.4	-4	-1	-1.7	-6	-2.7	2.6	-1	41
O=C(c1cncc(Br)c1)N1CCCc2ccccc21
  1.7	0[fluorescence artefact?]	-13	-1.7	-10	-0.68	0.4	-4	-4
COc1cccc(C(=O)CC(=O)C(=O)Nc2cc(Cl)c(OC)cc2OC)c1
  0.9	-2	-29	-1.2	-3	0.79	1.0	9	-85
CCN(CC)S(=O)(=O)c1ccc2nnn(OCC(=O)Nc3cccc(C#N)c3)c2c1
  -1.0	1	-3	0.3	-15	-0.45	-0.2	-2	8
CCN(CC)CCN(C(=O)c1ccc2c(c1)CCCC2)c1nc2ccc(F)cc2s1
  0.5	-2	-5	1.5	-4	0.21	0.7	-6	6
CCCN(CCC)CCNC(=O)c1cc2c(=O)n(C)c3ccccc3c2n1C
  -0.4	3	-20	5.2	-9	0.38	78*	0	-67
CCCc1nc2sc3c(c2c(=O)n1NC(=O)c1ccco1)CC(C)(C)OC3
  -0.7	0	13	0.7	-17	0.17	-0.1	.	-12
Cc1ccc(-n2cccc2/C=C2\C(=N)N3N=C(C(C)C)SC3=NC2=O)cc1
  0.1	0	-18	0.0	-6	7.1*	5.8	3	-14
COc1cc(NC(=O)C2CCC(CNc3c(N4CCC(C)CC4)c(=O)c3=O)CC2)cc(OC)c1 (stereo unspecified)
  -0.8	-2	-13	-1.5	-13	0.15	6.7	6	16
COC(=O)c1nc2n(n1)C(c1ccccc1OC)C1=C(CCCC1=O)N2 (stereo unspecified)
  0.0	-1	-8	1.1	-25	-0.53	0.7	-7	8
C/C(CC(C)C)=N/Nc1ccc([N+](=O)[O-])cc1[N+](=O)[O-]
  0.4	-1	-19	7.6	-12	i	0.4	-7	14
COc1cc(/C=N/n2cnnc2)ccc1OS(=O)(=O)c1ccccc1[N+](=O)[O-]
  -0.3	-34	4	-8.7	2	0.099	-0.5	10	59*
Cc1nc(SCC#N)c2c(C)c(C)sc2n1
  0.5	-6	-14	-5.3	-13	0.68	-0.1	-4	10
CN(CCO)CC(O)CN(c1ccccc1)c1ccccc1 (stereo unspecified)
  -1.1	2	-52	2.9	-5	0.72	0.1	6	19
CCOC(=O)Cc1csc(SCn2nnc3ccccc3c2=O)n1
  0.9	5	-8	1.6	-16	0.74	1.0	-2	13
CC(=O)OC1CCC(OC(C)=O)c2c1n([O-])c(C)c(C)[n+]2=O (stereo unspecified)
  0.7	-10	-40	0.2	7	0.096	0.0	-6	23
O=S(=O)(c1ccc(Br)s1)N1CCN(c2ncccn2)CC1
  1.0	0	6	-0.6	-17	-0.98	-0.1	-13	-18
CCOC(=O)C(NCCCO)c1ccccc1 (stereo unspecified)
  0.4	1	-8	-0.7	-7	-0.051	0.6	4	-43
COc1ccc(N(CC(=O)NCCC2=CCCCC2)S(=O)(=O)c2ccc(C)cc2)cc1OC
  0.3	-4	-2	1.7	-9	-0.42	-0.2	-3	6
CC(C)CSC1=NSC2=NC(=O)/C(=C\c3coc4ccccc4c3=O)C(=N)N12
  0.1	1	-2	-0.4	104*	i	1.1	i	-28
O=C(CCn1c(=O)oc2ccccc21)NCCCN1CCCC1=O
  0.8	3	-8	1.4	-19	0.35	0.8	7	-12
CCc1nn(CC(=O)NCCCN2CCc3ccccc3C2)c(=O)c2cc3sccc3n12
  -0.7	3	-19	-3.5	-19	-0.6	0.1	0	-6
CN(C)S(=O)(=O)c1ccc(Cl)c(NC(=O)COC(=O)/C=C/c2cnc3ccccc3n2)c1
  0.6	-7	-4	-0.5	-3	-0.076	0.1	-9	-2
COc1ccc2cc(C(=O)C3CCCN(C(=O)c4cc(=O)n(C)c(=O)n4C)C3)ccc2c1 (stereo unspecified)
  0.2	2	-9	-1.0	-13	-0.026	2.0	-3	i
Cn1ncc(Cl)c1C(=O)N1CCOCC1
  0.5	-4	-1	-0.4	1	0.11	0.8	17	-26
CS(=O)(=O)c1ccc2nc(NC(=O)CN3CCN(Cc4ccccc4)CC3)sc2c1
  0.0	3	-9	-1.1	-18	.	45	.	0
CC1(C)CCSC(/C=C/c2ccccc2)=N1
  -0.5	0	4	-11	-4	-1.2	9.2	10	-20
O=C(Nc1ccon1)c1cccc(S(=O)(=O)N2CCCCC2)c1
  0.1	2	-2	0.1	5	0.79	0.2	.	-23
CN(C)c1ccnc(-n2cccc2/C=N/OCc2cccc(F)c2)c1C#N
  -2.2	2	-7	-0.2	-3	-0.25	-0.8	-12	-10
Cc1c(CN2CCC(CO)(CC3CCCCO3)CC2)cnn1C (stereo unspecified)
  -0.9	1	-3	0.8	-1	-0.7	-0.2	-28	-7
CN(C)/C=C/C(=O)c1ccc(N2CCN(c3ncc(C(F)(F)F)cc3Cl)CC2)cc1
  0.7	2	-1	0.2	-5	-0.076	0.4	3	-109
O=C(COc1ccccc1)Nc1cccc(-c2nc3ccccc3[nH]2)c1
  -0.5	-1[fluorescence artefact?]	.	3.9	-17	-2.4	7.1	.	11
COc1ccc2c(CC(=O)OCC(=O)c3ccccc3OC)coc2c1
  -0.5	5	-22	1.8	-4	-0.49	0.9	-4	1
C/C(NCC(C)(C)CN(C)C)=C(/C#N)C(=O)NCc1ccccc1
  -0.9	1	-9	0.6	-10	0.88	0.1	-11	-5
CCN(CC)CC#CCC(O)(c1ccccc1)C1CCCC1 (stereo unspecified)
  -0.5	3	.	-0.3	-9	0.33	0.1	2	-6
O=c1c(-c2ccco2)[n+]([O-])c2ccccc2n1OCc1ccccc1F
  -0.6	-2	-14	-0.5	4	.	0.5	-4	-18
Cc1ccccc1C(=O)NNC(=O)/C=C\C(=O)O
  0.8	-3	0	0.1	-10	-1	0.6	6	-26
Cc1cccc2cc(C#N)c(NCCNC(=S)NCCCN3CCOCC3)nc12
  0.6	0	-6	-1.8	-18	.	1.4	7	-134
Cc1cc(Cl)ccc1Oc1ccccc1C(=O)CC#N
  0.3	-2	-6	4.6	-15	-5.5*	0.3	-10	-37
O=C(O/N=C(\c1ccccc1)c1ccncc1)c1ccccc1F
  0.6	-3	-3	-0.2	-3	-0.67	27	-1	-35
CSc1nc(-c2ccccc2)nn1C(=O)c1ccc(C)cc1
  0.5	15	-11	-5.3	-20	1.3	0.2	-7	-2
O=C(O)c1cc(S(=O)(=O)N2CCOCC2)ccc1N1CCOCC1
  0.5	6[fluorescence artefact?]	.	1.4	-17	0.063	-0.6	-9	-24
Cc1ccc(S(=O)(=O)Nc2cc(C)nn2-c2ccccc2)cc1
  0.3	-1[fluorescence artefact?]	-6	0.1	0	0.63	1.5	7	14
